Compound activity as filed in PubChem BioAssay.
RGS8-Gao = modulates binding of RGS8 to human Galphao. P09471. response (percent of control binding), % at 10 µM. 0.34% of 220,000 active. multiplexed bead flow cytometry; actives lie on both sides. AID 1423; in the data active means response below about 60% or above about 140%; inactive means in between;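 further: Galphao activated as the GDP aluminium fluoride complex binding bead-coupled RGS8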
Bim-Bcl-W = human Bim-Bcl-W interaction inhibition | AID 952 | bead-based flow cytometry, Bim peptide-Bcl-W binding | 0.02% of 190,000 active | inhibition, % at 10 µM | Q92843;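 further: 0% = bound tracer without compound and 100% = peptide blocker; higher means less fluorescent Bim peptide bound to Bcl-W beads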
Target sequence (Q92843 whole entry, looked up): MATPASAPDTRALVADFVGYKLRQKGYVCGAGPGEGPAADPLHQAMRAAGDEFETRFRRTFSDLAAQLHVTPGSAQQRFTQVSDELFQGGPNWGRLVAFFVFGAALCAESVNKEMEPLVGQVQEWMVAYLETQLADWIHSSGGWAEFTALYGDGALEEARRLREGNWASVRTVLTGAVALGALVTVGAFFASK
RGS7-Gao = human RGS7-Galphao interaction regulation; P09471; Multiplexed bead flow cytometry, RGS7-Galphao binding; actives lie on both sides; binding response (% of control), % at 10 µM; 0.35% of 220,000 active; in the data active means binding response below about 49% or above about 150%; inconclusive means no clear call, values can overlap the other calls; inactive means in between;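 further: fluorescent Galphao held in activated GDP-AlF4 state binding bead-coupled RGS7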
Mcl1-Noxa inh = disrupts binding of human Mcl-1 to Noxa peptide. TR-FRET Mcl-1/Noxa peptide binding, 2 h. inhibition, % at 21.7 µM. 1.5% of 220,000 active;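 active means compounds that cut the protein-peptide binding signal by more than 50% relative to plate controls in a single-dose test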;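 further: His-tagged Mcl-1 with rhodamine Noxa BH3 peptide and terbium anti-His antibody; 0% = Mcl-1 plus Noxa peptide wells and 100% = peptide-only wells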
Bim-Bcl-B = human Bim-Bcl-B interaction inhibition | inhibition, % at 10 µM | bead-based flow cytometry, Bim peptide-Bcl-B binding | 0.073% of 190,000 active | AID 951;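 further: 0% = tracer peptide without compound and 100% = reference inhibitor peptide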
Target sequence (Q9HD36 whole entry, looked up): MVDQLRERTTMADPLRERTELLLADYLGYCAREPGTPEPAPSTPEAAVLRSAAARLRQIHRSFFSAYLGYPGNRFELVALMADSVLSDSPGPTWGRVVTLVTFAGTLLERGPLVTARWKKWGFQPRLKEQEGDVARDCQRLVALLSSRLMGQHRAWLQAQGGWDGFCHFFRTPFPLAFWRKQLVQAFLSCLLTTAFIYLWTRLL
Mcl1 Bid PPI = Mcl-1/Bid interaction inhibition; TR-FRET Mcl-1/Bid-Dy647 peptide binding, 1536-well; inhibition, % at 21.7 µM; 0.97% of 220,000 active; AID 1021;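 active means compounds that cut the binding signal by more than half at the single screening dose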;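 further: His-tagged Mcl-1 with europium anti-His antibody binding Bid BH3 peptide; 0% = Mcl-1 plus peptide wells and 100% = peptide-only wells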
Bim-Mcl-1 = inhibitors of Bim-Mcl-1 interaction, human; Q07820; Bead-based flow cytometry, Bim peptide-Mcl-1 binding; inhibition, % at 10 µM; 0.1% of 190,000 active; AID 1009;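 further: 0% = no compound tracer wells and 100% = peptide blocker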
Bcl-2 Bim block = disrupts Bim peptide binding to human Bcl-2; Bead-based flow cytometry, Bim peptide-Bcl-2 binding; inhibition, % at 10 µM; 0.06% of 190,000 active; AID 950; in the data active means inhibition above about 40%; inconclusive means no clear call, values can overlap the other calls;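 further: 0% = no compound wells with probe peptide and 100% = reference peptide inhibitor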
Target sequence (P10415 whole entry, looked up): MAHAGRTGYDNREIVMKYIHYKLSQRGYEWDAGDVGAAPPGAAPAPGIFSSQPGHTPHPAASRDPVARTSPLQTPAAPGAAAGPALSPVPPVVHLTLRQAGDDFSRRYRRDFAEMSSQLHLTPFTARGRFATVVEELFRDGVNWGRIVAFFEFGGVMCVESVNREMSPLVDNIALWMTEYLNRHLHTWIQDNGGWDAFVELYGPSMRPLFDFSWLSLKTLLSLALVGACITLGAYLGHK
Bfl-1 Bim block = human Bim-Bfl-1 interaction inhibition | Bead-based flow cytometry, Bim-Bfl-1 binding inhibition | 0.12% of 190,000 active | inhibition, % at 10 µM | AID 1008;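 further: 0% = wells without compound plus tracer and 100% = blocker peptide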
RGS4-Gao reg = human RGS4-Galphao interaction regulation; P09471; Multiplexed bead flow cytometry, RGS4-Galphao binding; actives lie on both sides; binding response (% of control), % at 10 µM; 0.33% of 220,000 active; AID 1415; in the data active means binding response below about 49% or above about 150%; inactive means in between;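 further: fluorescent Galphao activated with aluminum fluoride binding bead-coupled RGS4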
Bim-Bcl-XL = human Bim-Bcl-XL interaction inhibition; Q07817; Bim peptide-Bcl-XL binding, bead flow cytometry, fluorescence; inhibition, % at 10 µM; 0.04% of 190,000 active
Target sequence (Q07817 whole entry, looked up): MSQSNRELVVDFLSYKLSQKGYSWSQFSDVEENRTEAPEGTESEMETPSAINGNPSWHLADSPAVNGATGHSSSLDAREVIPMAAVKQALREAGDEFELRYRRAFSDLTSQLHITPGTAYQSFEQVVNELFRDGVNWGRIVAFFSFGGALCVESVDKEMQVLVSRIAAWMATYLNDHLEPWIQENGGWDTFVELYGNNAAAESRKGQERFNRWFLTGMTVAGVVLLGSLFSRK
Active calls of the source: *; ? = inconclusive; . = no result given. Unless noted, no stated cut-off is given here; in the data, active means inhibition above about 40%.

SMILES | RGS8-Gao | Bim-Bcl-W | RGS7-Gao | Mcl1-Noxa inh | Bim-Bcl-B | Mcl1 Bid PPI | Bim-Mcl-1 | Bcl-2 Bim block | Bfl-1 Bim block | RGS4-Gao reg | Bim-Bcl-XL
CCCN(CCC)S(=O)(=O)c1ccc(C(=O)NCc2ccc3c(c2)OCO3)cc1 | 98 | -3 | 100 | -21 | -7 | -1 | 0 | -5 | -6 | 102 | -5
CCn1c(SCC(=O)c2cc(C)n(C)c2C)nnc1-c1ccccc1 | 101 | 2 | 101 | -10 | -4 | -103 | 1 | -9 | -12 | 103 | -3
N=C1SCC(=O)N1/N=C/c1ccccc1 | 98 | 1 | 111 | 3 | -1 | -10 | -5 | -4 | -4 | 99 | 0
Cc1ccc(-c2ccc(/C=N/N3C(=O)C4C5C=CC(CC5)C4C3=O)o2)c([N+](=O)[O-])c1 (centres undefined) | 101 | 4 | 99 | 19 | -2 | -33 | 3 | 0 | -9 | 101 | 1
Cc1ccc(NC(=O)CCNC(=O)c2ccc([N+](=O)[O-])cc2)cc1S(=O)(=O)N(C)C | 99 | 0 | ? | 15 | -5 | -10 | 0 | -4 | -3 | 99 | -1
O=C(c1ccccc1)c1cnc(Nc2ccccc2Cl)s1 | 101 | 0 | 96 | -11 | -1 | -4 | 0 | -4 | -2 | 99 | -3
CC1(C)OCC(COC(=O)Nc2cccnc2)([N+](=O)[O-])CO1 | 104 | -1 | 110 | -17 | -3 | -14 | -1 | -3 | -8 | 102 | -1
COc1ccc(-c2csc(Nc3ccc(S(=O)(=O)Nc4cc(C)on4)cc3)n2)cc1 | 100 | -2 | 99 | 22 | -2 | -27 | 1 | -3 | -6 | 97 | 0
O=C(c1ccccc1)N1CCC(=O)N1c1ccccc1 | 102 | -10 | 104 | 14 | -14 | -1 | -7 | -8 | -16 | 103 | -18
Cc1cc(C)c(C#N)c(SC(C(=O)NC(C)(C)C)c2ccccc2)n1 (centres undefined) | 99 | . | ? | -1 | . | -17 | . | . | . | 96 | .
Cc1ccc(C)c(NC(=O)CCN2CC(C)OC(C)C2)c1 (centres undefined) | 103 | -1 | 99 | -22 | -10 | 1 | -4 | -12 | -20 | 99 | -5
O=[N+]([O-])c1ccc(N2CCN(S(=O)(=O)c3ccccc3[N+](=O)[O-])CC2)cc1N1CCc2ccccc2C1 | 101 | -3 | 99 | -8 | -4 | -8 | -8 | -3 | -4 | 98 | -5
CCN1CCCC1CNC(=O)CSc1cc(=O)n(CC)c2ccccc12 (centres undefined) | 94 | 2 | 88 | -4 | 0 | -34 | 5 | 6 | 0 | 95 | -1
CC(C)NC(=O)/C(=N\O)c1ccccc1 | 101 | -3 | 101 | 41 | -4 | -32 | -2 | -4 | -4 | 101 | -4
Nc1nc(NC(=O)c2cccs2)nn1-c1ccccc1 | 94 | 1 | 94 | 1 | -1 | 18 | 0 | -3 | -3 | 97 | 0
Nc1nonc1NC(=O)CSc1nc2ccccc2s1 | 102 | -4 | 101 | -9 | 0 | 4 | -2 | -4 | -1 | 103 | -1
COc1cc(CC(=O)OCC(=O)Nc2ccc(Cl)c(S(=O)(=O)N(C)C)c2)cc(OC)c1OC | 102 | . | ? | 8 | . | -3 | . | . | . | 109 | .
O=C(O)c1cccc(Cn2c(Cl)c(/C=N/Nc3ccccc3)sc2=O)c1 | 99 | -1 | 107 | 20 | 0 | -30 | 0 | -2 | 7 | 98 | -1
Cc1ccnc2nc(C(=O)Nc3nnc(-c4ccccc4)o3)nn12 | 92 | -1 | 89 | 25 | -1 | -40 | -1 | 0 | -2 | 83 | 0
Cc1cc(NCCCN(C)C)n2nc(-c3cccs3)cc2n1 | 102 | 0 | 101 | 0 | -7 | -12 | 12 | 8 | -4 | 102 | -4
CCn1cc(C(=O)OCC(=O)c2cc(C)n(-c3ccccc3)c2C)c(=O)c2ccc(C)nc21 | 105 | -4 | 101 | 14 | -7 | -9 | -2 | -2 | 0 | 103 | -7
COc1ccc(N(CC(=O)NCc2ccccc2)S(=O)(=O)c2c(C)nn(C)c2C)cc1 | 95 | 2 | 92 | 8 | -7 | -7 | 1 | -3 | -7 | 94 | 0
Cc1c(N=c2c(=O)c3ccccc3c2=O)c(=O)n(-c2ccccc2)n1C | 101 | 0 | 99 | 7 | -4 | -31 | -1 | -7 | -12 | 101 | -2
COc1ccc(Nc2cccc(Cl)c2)c(C(=O)O)c1 | 101 | -2 | 106 | 18 | -5 | -53 | -4 | 0 | 0 | 104 | -5
CC(=O)Nc1nnc(-c2ccc(Cl)s2)o1 | 102 | 0 | 99 | 10 | 0 | -28 | 3 | -6 | -12 | 99 | -4
CC(C)(C)NC(=S)NCc1ccc2c(c1)OCO2 | 99 | 0 | 100 | 6 | -6 | -21 | -5 | 0 | -1 | 101 | -3
CCOc1ccc(NC(=O)C2CCCN(S(=O)(=O)c3cccc4nsnc34)C2)cc1 (centres undefined) | 103 | 0 | 106 | -6 | -7 | 0 | -1 | -10 | -11 | 100 | 0
FC(F)(F)c1cccc(NC(=S)NNC(=S)NCc2ccccc2)c1 | 122 | -5 | 120 | -51 | -8 | -65 | -6 | -9 | 0 | 114 | -11
NC(=O)CC(NC(=S)NCc1ccccc1)C(=O)O (centres undefined) | 100 | 3 | 100 | 8 | -3 | -71 | 4 | -1 | -8 | 104 | -1
O=C(CCc1nnc(CCCCc2ccccc2)o1)N1CCCC(O)C1 (centres undefined) | 102 | . | ? | -22 | . | -13 | . | . | . | 101 | .
CC(C)c1c(O)nc(SCCN(C)C)[nH]c1=O | 99 | -2 | 102 | 15 | -10 | -21 | 0 | -9 | -13 | 101 | -5
S=C1NCCc2ccccc2C1c1ccccc1 (centres undefined) | 106 | -5 | 103 | -2 | -2 | -28 | -5 | -8 | -3 | 106 | -7
O=C(O)Cc1nc2nc3c(c(=O)n2[nH]1)CCCC3 | 100 | -5 | 99 | 16 | -4 | -11 | -6 | -3 | -2 | 103 | -5
CCOc1ccc(CN(C)C(=O)CCl)cc1 | 103 | -4 | 104 | 17 | -4 | 2 | -5 | -4 | -6 | 99 | -2
CCOC(=O)CSc1nc2cc(C(=O)N3CCCC3)ccc2c(=O)n1Cc1ccccc1 | 106 | 2 | 106 | 8 | -4 | 4 | 0 | -3 | -2 | 108 | -7
CC(C)C(=O)NCCc1nc2ccccc2n1CCCOc1ccc(Cl)cc1 | 100 | 0 | 104 | 7 | -3 | -4 | -2 | -4 | -1 | 105 | -4
COCC(=O)OCc1cc2cccc(C)c2[nH]c1=O | 102 | . | ? | 6 | . | 4 | . | . | . | 100 | .
Nc1c(C(=O)N2CCCC2)sc2nc3c(cc12)CCCCCC3 | 101 | -5 | 97 | 17 | -4 | -15 | 0 | -1 | 0 | 100 | -2
COC(=O)COc1ccc(S(=O)(=O)N2CCN(c3ccc(F)cc3)CC2)cc1 | 102 | 0 | 101 | 5 | -7 | -20 | -2 | -17 | -20 | 105 | -9
O=C(COC(=O)c1cccnc1Cl)NCc1cccs1 | 99 | -1 | ? | -2 | 0 | -11 | 0 | -1 | -4 | 99 | -6
CCN1CCN(Cc2ccc(NC(=O)Nc3ccccc3)cc2)CC1 | 123 | -6 | 105 | -21 | -6 | -16 | -3 | -4 | -4 | 95 | -10
COC(=O)C1(Cc2ccccc2)NC(c2ccc(F)cc2)C2C(=O)N(C)C(=O)C21 (centres undefined) | 38* | 0 | 40* | -5 | 3 | -3 | -9 | 10 | 6 | 32* | -2
CN(C)/N=C/c1cc([N+](=O)[O-])ccc1O | 97 | -1 | 97 | -2 | -2 | -27 | 0 | -1 | -4 | 98 | -2
Cc1cc(=O)[nH]c(-n2[nH]c(C)cc2=O)n1 | 98 | 1 | 100 | 27 | -2 | -100 | -1 | 0 | -3 | 98 | -1
COCCNC(=S)N(C)C1(c2ccccc2Cl)CCCCC1=O (centres undefined) | 98 | -3 | 100 | 8 | -12 | -33 | -1 | -2 | -4 | 99 | -6

Single records, as listed above. Screens in order: RGS8-Gao	Bim-Bcl-W	RGS7-Gao	Mcl1-Noxa inh	Bim-Bcl-B	Mcl1 Bid PPI	Bim-Mcl-1	Bcl-2 Bim block	Bfl-1 Bim block	RGS4-Gao reg	Bim-Bcl-XL
Record of CCOC(=O)CSc1nc2cc(C(=O)N3CCCC3)ccc2c(=O)n1Cc1ccccc1 : 106	2	106	8	-4	4	0	-3	-2	108	-7
Record of S=C1NCCc2ccccc2C1c1ccccc1 (centres undefined) : 106	-5	103	-2	-2	-28	-5	-8	-3	106	-7
Record of COC(=O)COc1ccc(S(=O)(=O)N2CCN(c3ccc(F)cc3)CC2)cc1 : 102	0	101	5	-7	-20	-2	-17	-20	105	-9

Next results
SMILES | RGS8-Gao | Bim-Bcl-W | RGS7-Gao | Mcl1-Noxa inh | Bim-Bcl-B | Mcl1 Bid PPI | Bim-Mcl-1 | Bcl-2 Bim block | Bfl-1 Bim block | RGS4-Gao reg | Bim-Bcl-XL
O=C(Nc1ccccc1)N(CCN1CCOCC1)Cc1cccc(Cl)c1 | 100 | 2 | 99 | -13 | -2 | -14 | 0 | -5 | -7 | 99 | 0
CC(NC(=O)c1ccc(N(C)C)cc1)C1CC2CCC1C2 (centres undefined) | 101 | 2 | 99 | 8 | -1 | -68 | 1 | -4 | -5 | 100 | -3
O=C(CCCN1C(=O)/C(=C/c2cccc(Br)c2)SC1=S)Nc1ccccn1 | 101 | 0 | 104 | . | -7 | -11 | 0 | -7 | -9 | 102 | 3
O=C(Nc1c(F)c(F)c(F)c(F)c1F)C1CCCCC1 | 102 | 1 | 102 | -7 | -5 | -18 | 0 | -6 | -10 | 102 | -1
Cc1ccc(C(=O)OCC(=O)Nc2ccc(N(C)C)cc2)cc1NC(=O)c1ccco1 | 97 | 3 | 100 | 79* | -8 | -50 | 0 | -4 | -4 | 100 | -5
O=C(NC(=S)NCC1CCCO1)c1ccccc1F (centres undefined) | 100 | 0 | 98 | 8 | -5 | -12 | 2 | 0 | -3 | 98 | 0
O=C(O)CCCCCNC(=O)c1ccncc1 | 100 | -4 | 100 | 11 | 1 | 9 | -1 | 0 | -1 | 101 | -7
COCCCNc1nc2ccccc2nc1NS(=O)(=O)c1ccc(C)c(C)c1 | 88 | . | ? | 6 | . | -3 | . | . | . | 80 | .
COC(=O)n1c(=S)oc2cc(Cl)ccc21 | 100 | 4 | 103 | 19 | -7 | -26 | 6 | -2 | 1 | 101 | 0
CCCCCCC(=O)Cc1cc(OC)c(OC)cc1C=C(C(=O)OCC)C(=O)OCC | 84 | 1 | 97 | 11 | -6 | -4 | -3 | 0 | 0 | 93 | 0
Clc1cccc(-c2nc(NCCN3CCOCC3)c3ccccc3n2)c1 | 97 | -2 | ? | 11 | 0 | -27 | 0 | -6 | -5 | 98 | -3
CN1CCN(C(=O)c2cc(-c3cccc(Cl)c3)on2)CC1 | 100 | -6 | 101 | 17 | -9 | 29 | -4 | -6 | -27 | 101 | -7
Cc1cccc(NC(=O)CCN2C(=O)C3C4C=CC(C4)C3C2=O)c1 (centres undefined) | 101 | 0 | 105 | 4 | -7 | -9 | -3 | -9 | -20 | 100 | -8
Nc1ccc(Oc2ccc3c(c2)C(=O)N(CC2CCCO2)C3=O)cc1 (centres undefined) | 98 | . | ? | 6 | . | -35 | . | . | . | 99 | .
CN(CCOC(=O)C1c2ccccc2Oc2ccccc21)C(C)(C)C | 103 | 1 | 107 | 12 | 0 | 97* | 0 | 0 | -1 | 102 | 0
